# Compound activity from PubChem.
# SNCA expr inh: SNCA gene expression inhibition; HEK-293 SNCA-luciferase knock-in, luminescence, 24 h; Potency, µM (highest dose often 57.2 µM), inactives show at the top dose activity change, negative = inhibition, hits mostly inhibitors; 0.17% of 140,000 active;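 further: potency means the concentration at half of the fitted maximal effect; plate controls were DMSO cells for no effect and cell-free wells for full effect; nearly all actives have a fitted effect of over 45% in size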
# 3T3 cytotox: cytotoxic compounds in NIH 3T3 cells. NIH 3T3 viability, CellTiter-Glo ATP luminescence, 48-72 h. Potency, µM (doses to about 96.7 µM), without a hit: top-dose activity change, negative = cytotoxicity, hits mostly inhibitors. 4.3% of 94,000 active; further: potency means the concentration at half of the fitted maximal effect; nearly all actives have a fitted effect of over 55% in size
#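 ATP-dependent luminescence (CellTiter-Glo) served as the viability signal for NIH 3T3 cells treated with compound for 48 or 72 hr at 37 °C.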
# FLuc inh: blocks purified firefly luciferase enzyme activity; 2.5% of 76,000 active; Potency, µM (top dose mostly 115 µM), for the others: at the top dose activity change, negative = inhibition, usual class: inhibitors; purified P. pyralis luciferase, luminescence, biochemical; P08659; AID 1347043; further: potency means the concentration at half of the fitted maximal effect; nearly all actives have a fitted effect of over 65% in size
#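 FLuc 10nM, D-luciferin 10uM, ATP 10uM, Mg acetate 10mM, Tris acetate pH 7.5, Tween/BSA; cpd qHTS; enzyme added last; CCD luminescence.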
# SNCA viab count: counter-screen for SNCA expression inhibitors: cell viability | Potency, µM (doses to about 57.1 µM), inactives show top-dose activity change, negative = cytotoxicity, hits mostly cytotoxic | 0.12% of 150,000 active | AID 1671193 | HEK-293-SNCA-luc viability, GF-AFC fluorescence, 24 h;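 further: potency means the concentration at half of the fitted maximal effect; 0% = DMSO-treated cells and -100% = medium-only wells without cells; nearly all actives have a fitted effect of over 30% in size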
#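 Cytotoxicity counterscreen: after 24 h compound treatment of genome-edited SNCA-luciferase HEK-293 cells, live-cell protease substrate GF-AFC read by fluorescence after 30 min; activity scaled between DMSO (0%) and medium-only (-100%), curves Hill-fitted.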
# HEK cytotox: cytotoxic compounds in HEK 293 cells; HEK 293 viability, ATP luminescence (CellTiter-Glo), 48-72 h; Potency, µM (top dose mostly 115 µM), without a hit: top-dose activity change, negative = cytotoxicity, usual class: inhibitors; 6.6% of 94,000 active; further: potency means the concentration at half of the fitted maximal effect; nearly all actives have a fitted effect of over 60% in size
#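 CellTiter-Glo luminescence (cellular ATP) was read after 48 or 72 hr of compound exposure at 37 degree Celsius. Cells were HEK 293 plated at 250 cells/well.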
# GPT2 inh: inhibitors of human GPT2 alanine aminotransferase. Recombinant GPT2, coupled pyruvate oxidase/HRP Amplex Red fluorescence. Potency, µM (top dose mostly 57.7 µM), without a hit: top-dose activity change, negative = inhibition, usual class: inhibitors. 0.25% of 100,000 active; further: potency means the concentration at half of the fitted maximal effect; nearly all actives have a fitted effect of over 60% in size; many of its hits are not listed in these tables
#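 Fluorescence read-out: pyruvate from GPT2 turnover coupled to pyruvate oxidase, HRP and Amplex Red (0.2mM ThPP, 0.2U/mL PO and HRP, 50uM Amplex final). Substrates 250uM a-KG, 2mM L-alanine; enzyme 10ng/uL; 30 min RT.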
# IP6K1 inh: inhibitors of human IP6K1 | Q92551 | AID 1645851 | IP6K1 kinase, ADP-Glo luminescence, 2 h; active compounds read low | activity change, % (series mostly up to about 58 µM) | 0.81% of 140,000 active; in the data active means activity change below about -25%
#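 ADP-Glo luminescence measures ADP made by human IP6K1 during a 2 h RT reaction with ATP/IP6 (mix at 1.3 mM/130 uM); top library doses 57.5 and 19.1 uM final.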
# Starred values were filed as active, the others as inactive; i = inactive; ? = inconclusive; . = no result given; & = joins results of further samples; [ ] = remark or other dose. Unless noted, the call rests on the fitted dose curve; in most records, active means well fitted curve in the direction sought with a large enough effect; inconclusive means small, poorly fitted or top-dose-only effect, or another doubt; inactive means no such curve, though single readings can be large; an effect the other way counts as inactive or inconclusive. Unless noted, on the % scale 0 is the no-effect control and ±100 the full control effect.
# The line under a structure holds: SNCA expr inh	3T3 cytotox	FLuc inh	SNCA viab count	HEK cytotox	GPT2 inh	IP6K1 inh
> O=C1NCCCCCCN(Cc2ccncc2)[C@@H]2CN(C(=O)C3(c4ccccc4)CC3)CC[C@@H]12
 : 6.1%	-12.7%	3.2%	-8.8%	-0.8%	i	-1.9
> CCOc1ccc(CCNC(=O)c2ccc3c(c2)N(Cc2cccc(Cl)c2)C(=O)c2ccccc2S3(=O)=O)cc1OCC
 : 2.2%	.	.	-19.7%	.	.	20.1
> CCOc1ccc(NC(=O)CN2C(C(=O)OC)=C(c3ccccc3)c3cc(Cl)ccc3S2(=O)=O)cc1
 : 24.3%	.	.	11.9%	.	.	-18.5
> CCn1cc(S(=O)(=O)N2CCCCCCN(C)C(=O)[C@@H]3CCC[C@@H]32)cn1
 : -0.7%	-22.7%	3.4%	4.9%	-6.9%	i	-10.3
> Cc1nn(-c2ccccc2)c2c1C(C1CC1)N(C1CCCN([S+](=O)([O-])c3cccs3)C1)C2=O (centres undefined)
 : .	-11.8%	.	.	-1.3%	.	8.8
> CCCCOc1ccc(-c2nc(C3CC(=O)N(C4CCCCC4)C3)no2)cc1 (centres undefined)
 : ?	31.6µM*	-13.3%	-6.6%	44.7µM*	-14.3%	-6.1
> CC(=O)N1CCCc2cc(S(=O)(=O)N3CCN(c4cccc(C(F)(F)F)c4)CC3)ccc21
 : -6.1%	.	.	8.2%	.	.	-1.2
> Cc1cccc(NC(=O)CSc2nc(-c3ccco3)cc(C(F)(F)F)n2)c1C
 : ?	.	.	-7.7%	.	.	10.3
> CCCCN(CC)CCNC(=O)c1c(C)oc2ncnc(N3CCOCC3)c12
 : -17.6%	.	.	5.6%	.	.	7.1
> CCOc1ccc(CNC(=O)c2cc3oc4ccccc4c3n2C)cc1
 : 46.4%[activator]	.	.	3.9%	.	.	-15.8
> O=C(NC(C(=O)N1CCCC1)C1CCN(C(=O)Cc2ccccc2)CC1)c1ccccc1 (centres undefined)
 : 41.7%[activator]	-10.5%	1.3%	-2.3%	-24.0%	-1.8%	-1.7
> COCCNC(=O)c1c(NC(=O)c2cc(=O)c3cc(C)cc(C)c3o2)sc2c1CCCC2
 : 8.9%	.	.	-1.5%	.	.	-14.6
> CCC(Sc1nc2nccnc2c(=O)n1Cc1ccc(F)cc1)C(=O)NC1CCCCC1 (centres undefined)
 : 0.8%	.	.	-19.8%	.	.	5.3
> CCc1nc2c(c(-c3ccc(Cl)cc3)n1)CCN(Cc1cccnc1)CC2
 : -7.2%	-25.3%	-2.3%	-17.3%	?	3.5%	0.7
> COCCn1ncc(N2CCCC(CC(=O)NCc3ccncc3)C2)cc1=O (centres undefined)
 : -4.5%	i	-2.2%	8.1%	10.9%	i	11.4
> Cc1ccc([S+](=O)([O-])N2CCN(CCCn3nc4n(c3=O)CCCC4)CC2)cc1
 : .	-23.7%	.	.	-20.6%	.	0.4
> COc1ccccc1CN1CC[C@H](c2nc3ccc(C(F)(F)F)cc3[nH]2)C1
 : ?	28.2µM*	-15.8%[172 µM]	-3.5%[87.6 µM]	31.6µM*	?	-4.3
> CCOc1ccc(S(=O)(=O)N(CC(=O)NCCSc2ccc(C)cc2)c2ccccc2)cc1
 : 15.2%	.	.	-4.0%	.	.	11.9
> CCOc1ccc(NC(=O)c2cn3c4c(ccc(Cl)c4c2=O)OC(C)C3)cc1 (centres undefined)
 : -0.5%	.	.	-5.4%	.	.	-0.9
> Cc1cc(C[C@@H]2COC[C@@H]2NC(=O)c2ccc(-n3cnnc3)cc2)on1
 : -23.6%	-12.2%	-2.7%	-9.9%	2.1%	?	3.7
> O=C(NCCn1ccnc1-c1cc2n(n1)CCCNC2)c1ccncc1
 : 7.4%	3.1%	-1.5%	6.9%	i	3.9%	9.9
> COc1ccc(C(=O)N[C@H]2[C@H](O)[C@H](O)C[C@@H]2c2ccc(C(F)(F)F)cc2)cc1OC
 : -21.7%[87.6 µM]	-29.1%[138 µM]	-5.3%[172 µM]	-3.6%[87.6 µM]	?	i	6.0
> CC1=CC(=O)CC(C)(C)C1CCC(C)O[C@@H]1O[C@H](CO)[C@@H](O)[C@H](O)[C@H]1O (some centres undefined)
 : .	.	.	16.6%	.	i	4.3
> CCCn1c2ccc(F)cc2c2nnc(SCCN3CCCCC3)nc21
 : 26.8%	.	.	?	.	.	18.4
> O=C(CN1C(=O)NC2(CCCCC2)C1=O)Nc1ccc(F)c(Cl)c1
 : 2.1%	?	-10.6%	2.0%	?	-0.2%	8.0
> COc1ccccc1N1CCN(CCCNC(=O)c2nnc(Cc3c(F)cccc3Cl)o2)CC1
 : 10.7%	.	.	-28.0%	.	.	-1.9
> Cc1ccc(CNC(=O)CS(=O)(=O)c2cccc3nsnc23)cc1
 : 71.4%[activator]	.	.	?	.	.	-10.2
> Cc1ccc2c(c1)c1c(c(=O)n(-c3cccc(Cl)c3)c(=O)n1CC(N)=O)n2C
 : -4.0%	.	.	11.0%	.	.	-2.3
> CC(C)NC(=O)c1nc(C(C)(C)C)c2cnccn12
 : -41.9%[87.6 µM]	?	.	-7.2%[87.6 µM]	-24.5%[172 µM]	i	-9.9
> Cc1ccc2c(=O)cc(C(=O)Nc3ccc(S(=O)(=O)Nc4ncccn4)cc3)oc2c1C
 : -2.2%	.	.	5.8%	.	.	11.5

# Further entries
Molecule,SNCA expr inh,3T3 cytotox,FLuc inh,SNCA viab count,HEK cytotox,GPT2 inh,IP6K1 inh
COC(=O)C[C@@H]1CCN(C(=O)COc2ccccc2)C[C@@H]1CC1=NCCc2cc(OC)c(OC)cc21,-21.6%,-6.8%,-0.9%,-11.9%,-9.7%,-5.5%,-1.1
CCC(C(=O)NC1CCN(c2cnn(C)c(=O)c2)CC1)c1ccccc1 (centres undefined),33.6%[activator],-20.6%,-8.0%,?,-6.3%,i,2.4
CCCc1ccc(S(=O)(=O)N2CCC(Oc3ccc(-n4cnnn4)cc3)CC2)cc1,5.1%,.,.,10.6%,.,.,-4.2
O=C(NCc1nnc2ccc(-c3ccc(Cl)cc3)nn12)c1cc(F)ccc1Cl,-5.9%,-10.3%,-4.6%,3.4%,-4.3%,3.4%,23.2
N#CC1=C(N)N(c2cccc(Cl)c2)C2=C(C(=O)CCC2)C1c1cc(CN2CCOCC2)cs1 (centres undefined),-23.1%,.,.,-7.5%,.,.,-10.6
CC(C)c1noc(C2CCCN(C(=O)c3ccc4cccc(F)c4n3)C2)n1 (centres undefined),27.6%,-19.6%,-10.2%,-3.5%,2.0%,0.6%,17.8
O=C(Cc1ccc2c(c1)OCC2)Nc1ccc2c(c1)C(=O)N1CCC[C@H]1C(=O)N2,9.2%,-13.3%,-9.2%,0.0%,10.5%,3.7%,-11.4
CC(=O)NC[C@H]1O[C@@H](CC(=O)N(C)Cc2ccccc2)[C@H](O)[C@@H]1O,-0.4%[87.6 µM],-22.1%[174 µM],-0.3%[172 µM],3.3%[87.6 µM],-10.1%[172 µM],?,-0.9
C#CCNC(=O)[C@H]1O[C@H](CCN2CCN(Cc3ccccc3)CC2)CC[C@@H]1O,-5.8%[87.6 µM],-29.9%[174 µM],-9.5%[172 µM],5.0%[87.6 µM],-15.5%[172 µM],?,9.1
O=C(Nc1cc(-c2cccnc2)nn1-c1ccccc1)c1ccccc1Cl,4.3%,-23.7%,.,2.0%,?,i,-9.1
CCN(Cc1ccccc1)C(=O)c1nn(-c2ccc(OC)cc2)c(=O)c2c1c1ccccc1n2C,-30.9%,.,.,-12.3%,.,.,-21.3
CSC1=NC2(CCN(C(=O)NC3CCCCC3)CC2)N=C1c1ccc(C)cc1,4.5%,.,.,-4.9%,.,.,4.2

# Reprinted at random: two records from the list
Molecule,SNCA expr inh,3T3 cytotox,FLuc inh,SNCA viab count,HEK cytotox,GPT2 inh,IP6K1 inh
O=C(Cc1ccc2c(c1)OCC2)Nc1ccc2c(c1)C(=O)N1CCC[C@H]1C(=O)N2,9.2%,-13.3%,-9.2%,0.0%,10.5%,3.7%,-11.4
CC(=O)NC[C@H]1O[C@@H](CC(=O)N(C)Cc2ccccc2)[C@H](O)[C@@H]1O,-0.4%[87.6 µM],-22.1%[174 µM],-0.3%[172 µM],3.3%[87.6 µM],-10.1%[172 µM],?,-0.9

# Profiles, looked up by structure. Order of screens: SNCA expr inh | 3T3 cytotox | FLuc inh | SNCA viab count | HEK cytotox | GPT2 inh | IP6K1 inh
# Results for `Cc1ccc(CNC(=O)CS(=O)(=O)c2cccc3nsnc23)cc1` → 71.4%[activator] | . | . | ? | . | . | -10.2
# Results for `COCCNC(=O)c1c(NC(=O)c2cc(=O)c3cc(C)cc(C)c3o2)sc2c1CCCC2` → 8.9% | . | . | -1.5% | . | . | -14.6

# (listing goes on)
Molecule,SNCA expr inh,3T3 cytotox,FLuc inh,SNCA viab count,HEK cytotox,GPT2 inh,IP6K1 inh
Cc1ccc2nc(SCCC(=O)N[C@@H]3C[C@@H]4OCC[C@@H]43)cc(C)c2c1,0.8%,-15.3%,-3.8%,-8.0%,1.9%,2.6%,9.9
Cc1cc(C)nc(NS(=O)(=O)c2ccc(NC(=O)c3cc(=O)c4ccc(C)c(C)c4o3)cc2)n1,-3.9%,.,.,6.9%,.,.,9.4
CC(C)NC(=O)NC1CC2(CCN(C(=O)CCC(=O)O)CC2)c2ccccc21 (centres undefined),25.5%,0.4%,.,-7.2%,0.0%,-17.1%,3.4
CC(=O)N1CCc2[nH]cnc2C12CCN(C(=O)Cn1nccc1C)CC2,-28.3%,-1.0%,-4.5%,0.1%,-0.9%,i,2.6
CN(C(=O)c1ccc2nc(-c3ccc(F)cc3)cn2c1)C1CCOCC1,43.7%[activator],-9.1%,31.6µM*,-1.5%,?,i[11.5 µM],18.3
O=C(c1cc(Br)cn2ccnc12)N1CCC(N2CCCNC2=O)CC1,-2.1%,-20.6%,5.7%,2.7%,0.4%,i,0.6
Cc1oc2ncn(C)c(=O)c2c1C(=O)NCCCN(Cc1ccccc1)C(C)C,?,.,.,-26.1%,.,.,36.4
CN1C(=O)CCC2(CNC(=O)c3nccn3C)CCC=C12 (centres undefined),-10.6%,-3.4%,-0.8%,2.1%,i,i,-1.9
COC(=O)CNC(=O)c1nc(-c2ccc(F)cc2)c2ccccn12,19.5%[87.6 µM],-17.2%[138 µM],-10.0%[172 µM],13.7%[87.6 µM],-18.6%[172 µM],4.3%[88.5 µM],7.6
CCOC(=O)N1CCC(=C2c3ccc(Cl)cc3CCc3cccnc32)CC1,?,.,.,-13.5%,.,-8.6%&4.8%,-16.5
Cc1nc(N2CCCC2)c2c(C(=O)N3CCN(c4cc(Cl)ccc4C)CC3)c(C)oc2n1,?,.,.,-1.6%,.,.,-21.8
CCOC(=O)CCNC(=O)N1CCC(N2C(=O)C3(CCCC3)C2c2scnc2C)CC1 (centres undefined),?,-6.6%,-4.9%,-2.9%[12.5 µM],3.7%,0.2%,-1.4

# Only part of the results is shown, so the mix of outcomes need not match the whole.
